FBPA coupling cs – qHTS Assay for Inhibitors of Fructose-1,6-bisphosphate Aldolase from Giardia Lamblia: Coupling assay counterscreen; coupling enzyme system counterscreen, AmpLite Red fluorescence; activity change, negative = inhibition, % at 58.2 µM, hits read low; 0.67% of 290,000 active; AID 2472, 2010; in the data active = activity change below about -30%; also: % is scaled to controls: 0 for no effect and ±100 for the full control effect
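Final compound at 57.5 uM, incubated 10 min at RT with coupling enzyme reagent (glyceraldehyde-3-phosphate), then 20 min with substrate and AmpLite Red detection. Fluorescence read at 525/598 nm; tests interference with the coupling assay, not aldolase inhibition.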
TSG101-PTAP inh – qHTS Assay for Iinhibitors of HIV-1 Budding by Blocking the Interaction of PTAP/TSG101; Tumor susceptibility gene 101 protein (Homo sapiens), Q99816; Fluorescence polarization, FITC-PTAP peptide / Tsg101 binding; Potency, µM (titrated, usually from 115 µM), inactives show top-dose activity change, negative = inhibition, usual class: inhibitors; 340,000 tested, under 10 active; active = well fitted inhibition curve with a large enough effect in the main read-out, with a control signal flat, not every such curve was filed as active; inconclusive = small, poorly fitted or top-dose-only effect, or effect the other way, or a change in a side signal; inactive = no such curve, though single readings can be large or run the other way; also: potency is read from the fitted curve at half-maximal effect; % of control where 0% means no effect
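Tsg101 binding domain (10 uM final) was mixed with compound and a FITC-labeled PTAP peptide (50 nM final) in HEPES pH 7.5 buffer with NaCl, Tween 20, EDTA and TCEP; fluorescence polarization was read after 20 min at r.t.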
BCR signal inh – qHTS Assay to Find Inhibitors of Chronic Active B-Cell Receptor Signaling; AID 493014, 2011; ABC-DLBCL IkBa-CBG/CBR reporter, luminescence ratio, 4 h; 0.05% of 340,000 active; Potency, µM (top dose mostly 46.1 µM), for inactives: at the top dose ratio change, negative = lower green/red ratio, hits mostly inhibitors; active = well fitted inhibition curve with a large enough effect in the signal ratio, with a control signal flat, not every such curve was filed as active; inconclusive = small, poorly fitted or top-dose-only effect, or effect the other way, or a change in a side signal; the % refers to the signal ratio;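 also: potency is read from the fitted curve at half-maximal effect; plate controls were basal doxycycline-induced cells for no effect and cells given 10 µM MG132 for full effect; MG132 reads +100%, hits lower the ratio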
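TMD8 human ABC-DLBCL cells with doxycycline-inducible IκBα–green luciferase fusion and unfused red luciferase, in 0.5% FBS medium; compounds up to 46 uM, 4 h at 37C. Green/red luminescence ratio, filter-overlap corrected, fitted to concentration-response curves.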
a7 integrin act – qHTS for Activators of Integrin-Mediated Alleviation for Muscular Dystrophy. alpha7betagal myoblasts, beta-gal FDG fluorescence, 48 h. Potency, µM (doses to about 38.3 µM), inactives show top-dose activation, actives largely listed as activators. 0.064% of 350,000 active. AID 624291, 2012;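 also: potency is read from the fitted curve at half-maximal effect; 100% = response of the positive control SU9516; nearly all actives have a fitted effect of over 60% in size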
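Alpha7betagal+/- myoblasts (passage 13) were plated 16-24 hr, then exposed to compounds (1:260 dilution of DMSO stock) for 48 hours at 37C. After MPER lysis, β-galactosidase reporter activity was read as FDG fluorescence (ex 480/em 540) after 30 minutes.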
Tb PFK block – qHTS Assay to Find Inhibitors of T. brucei phosphofructokinase; ATP-dependent 6-phosphofructokinase (Trypanosoma brucei brucei), O15648; T. brucei PFK, ADP-Glo luminescence; Potency, µM (series often up to 57.5 µM), for the others: top-dose activity, negative = inhibition, actives largely listed as inhibitors; 0.17% of 330,000 active;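 also: potency is read from the fitted curve at half-maximal effect; 0% = uninhibited 1x PFK enzyme wells and -100% = no-enzyme wells; nearly all actives have a fitted effect of over 60% in size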
Target sequence (O15648 whole entry, looked up): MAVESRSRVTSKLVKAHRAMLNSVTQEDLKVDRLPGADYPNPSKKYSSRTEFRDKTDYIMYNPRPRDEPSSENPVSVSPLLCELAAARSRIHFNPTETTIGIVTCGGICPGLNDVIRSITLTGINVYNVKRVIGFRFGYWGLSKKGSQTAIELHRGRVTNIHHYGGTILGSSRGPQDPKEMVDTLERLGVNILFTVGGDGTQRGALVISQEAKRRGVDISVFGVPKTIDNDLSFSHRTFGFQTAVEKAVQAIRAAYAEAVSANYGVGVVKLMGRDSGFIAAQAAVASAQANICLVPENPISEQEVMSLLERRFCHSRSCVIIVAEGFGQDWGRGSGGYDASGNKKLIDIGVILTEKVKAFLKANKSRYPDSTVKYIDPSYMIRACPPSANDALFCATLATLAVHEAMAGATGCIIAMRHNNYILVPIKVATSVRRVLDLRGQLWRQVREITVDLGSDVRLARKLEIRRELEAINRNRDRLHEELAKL
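PFK 1.25 nM, F6P 0.5 mM, ATP 0.1 mM, 0.1 M TEA pH 8.0, 5 mM MgCl2, 0.01% Tween20, 0.1% BSA; 45 min RT. ADP-Glo readout. qHTS titration up to 57 uM; curves fitted, compounds curve-classed.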
Giardia kill – Small Molecules that selectively kill Giardia lamblia: qHTS. Giardia lamblia trophozoite viability. activity change, % at 7.66 µM, hits read low. 0.15% of 340,000 active. AID 540267, 2011; in the data active = activity change below about -80%; inconclusive = between about -30% and that limit;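 also: parasites exposed to compound for two days anaerobically before the ATP read; % is scaled to controls: 0 for no effect and ±100 for the full control effect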
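Viability, read as ATP luminescence: trophozoites at 100 cells/well, compound added, 48 hrs anaerobic at 37 deg C, then 15-30 min room-temperature development before reading.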
PKM2 act – qHTS Assay for Activators of Human Muscle isoform 2 Pyruvate Kinase; Pyruvate kinase PKM (Homo sapiens), P14618; purified PKM2, Kinase-Glo ATP luminescence, activation; response scale: 0% is enzyme alone, no compound; Potency, µM (series often up to 57.5 µM), for the others: at the top dose activation, most hits filed as activators; 0.34% of 260,000 active; AID 1631, 2009; also: potency is read from the fitted curve at half-maximal effect; % is scaled to controls: 0 for no effect and ±100 for the full control effect; nearly all actives have a fitted effect of over 55% in size
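Purified hPK-M2 (>95%) run at intermediate activity with 0.1 mM ADP and 0.5 mM PEP in 50 mM imidazole pH 7.2, KCl, MgCl2; 1 h room temperature. ATP formed read by Kinase-Glo luminescence; normalized to uninhibited and no-enzyme controls.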
B2AR arrestin – qHTS assay of beta-arrestin-biased ligands of beta2-adrenergic receptor | Potency, µM (titrated, usually from 46.1 µM), for the others: top-dose activation, actives largely listed as activators | beta-arrestin recruitment to beta2AR, cell-based reporter | AID 492947, 2010 | 0.02% of 330,000 active | Beta-2 adrenergic receptor (Homo sapiens), P07550;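 also: potency is read from the fitted curve at half-maximal effect; 0% = DMSO controls and full agonism = EC100 isoproterenol or metaproterenol; nearly all actives have a fitted effect of over 65% in size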
Target sequence (P07550 whole entry, looked up): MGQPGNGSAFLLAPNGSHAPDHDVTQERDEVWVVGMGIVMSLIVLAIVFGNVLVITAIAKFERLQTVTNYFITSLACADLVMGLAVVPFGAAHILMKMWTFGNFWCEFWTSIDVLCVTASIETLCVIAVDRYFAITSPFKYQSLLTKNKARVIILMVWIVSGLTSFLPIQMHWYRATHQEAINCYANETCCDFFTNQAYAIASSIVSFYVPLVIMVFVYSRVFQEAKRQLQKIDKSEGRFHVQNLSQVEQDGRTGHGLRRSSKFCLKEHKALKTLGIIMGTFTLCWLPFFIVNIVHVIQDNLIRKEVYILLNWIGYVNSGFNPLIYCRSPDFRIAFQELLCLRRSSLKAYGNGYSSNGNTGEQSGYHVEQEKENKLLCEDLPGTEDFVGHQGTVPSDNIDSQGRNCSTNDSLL
Menin MLL FP TR – qHTS Assay for Inhibitors Targeting the Menin-MLL Interaction in MLL Related Leukemias: Competition With Texas Red Labeled MLL-derived Mutant Peptide; Potency, µM (top dose mostly 61.6 µM), for the others: at the top dose FP activity change, negative = inhibition, most hits filed as inhibitors; 0.23% of 270,000 active; O00255; Menin + Texas Red MLL mutant peptide, fluorescence polarization; active = well fitted inhibition curve with a large enough effect in the polarisation, with a control signal flat, not every such curve was filed as active; inconclusive = small, poorly fitted or top-dose-only effect, or effect the other way, or a change in a side signal; inactive = no such curve, though single readings can be large or run the other way; the % refers to the polarisation; also: potency is read from the fitted curve at half-maximal effect; % of control where 0% means no effect; many of its hits are not listed in these tables
GALK inhibitor – qHTS Assay for Inhibitors of Human Galactokinase (GALK) | P51570 | Purified GALK, Kinase-Glo residual ATP luminescence | Potency, µM (highest dose often 57.5 µM), inactives show top-dose activity change, negative = inhibition, most hits filed as inhibitors | 0.007% of 270,000 active | AID 1868, 2009; also: potency is read from the fitted curve at half-maximal effect; % is scaled to controls: 0 for no effect and ±100 for the full control effect
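Compounds were pin-transferred into ATP buffer (35 uM final), then GALK plus galactose (5 nM, 100 uM final) was added. After 1 h at room temperature, Kinase-Glo Plus was added and luminescence read after 10 min.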
ASM inhibitor – Inhibitors of Secretory Acid Sphingomyelinase (S-ASM): qHTS | placental ASM, HMU-PC fluorogenic substrate, 60 min | Potency, µM (top dose mostly 57.5 µM), for the others: top-dose activity change, negative = inhibition, most hits filed as inhibitors | 0.006% of 340,000 active | Sphingomyelin phosphodiesterase (Homo sapiens), P17405; also: potency is read from the fitted curve at half-maximal effect
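Human placenta-derived ASM enzyme was preincubated with compound for 10 minutes at room temperature, then given fluorogenic substrate HMU-PC0 (9 uM final) for 60 minutes at 37 °C; a pH 10 stop preceded fluorescence reading at Ex 386/Em 447 nm.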
Starred values were filed as active, the others as inactive; ? = inconclusive; . = no result given; & = joins results of further samples; [ ] = remark or other dose. Unless noted, calls follow the shape of the dose curve; as a rule, active = well fitted curve in the direction sought with a large enough effect; inconclusive = small, poorly fitted or top-dose-only effect, or another doubt; inactive = no such curve, though single readings can be large; an effect the other way counts as inactive or inconclusive.

SMILES	FBPA coupling cs	TSG101-PTAP inh	BCR signal inh	a7 integrin act	Tb PFK block	Giardia kill	PKM2 act	B2AR arrestin	Menin MLL FP TR	GALK inhibitor	ASM inhibitor
CCn1c(SCC(=O)Nc2ccc(S(=O)(=O)Nc3onc(C)c3C)cc2)nnc1-c1ccccc1	16.3	.	7.3%	7.5%	0.2%	-10.9	2.4%	0.1%	.	-2.6%	-1.3%
CC1(C)C=C(c2ccc(C=O)s2)CC(C)(C)N1C=O	0.4	-3.0%	?	11.1%	1.3%	1.3	0.6%	-2.8%	-9.8%	.	10.8%
N=C(N)SCCN	-0.1&0.7	-0.7%	0.7%	.	-0.4%	-8.9	.	0.3%	4.5%	.	5.1%
Cc1cccc(C(=O)NCCC(=O)Nc2ccc(C#N)cc2)c1	1.2	2.1%	2.0%	19.1%	0.6%	6.4	.	-0.9%	5.8%	6.9%	0.3%
COc1ccc(N2CCN(C(=O)CCCn3nnnc3CN3CCOCC3)C(C)C2)cc1 (stereo not drawn)	1.3	-1.7%	0.3%	-18.9%	0.1%	-1.8	-1.4%	-1.0%	-4.7%	-7.8%	0.7%
CCn1c(C)cs/c1=N\C(=S)Nc1ccccc1C	-3.9	-0.8%	?	-16.2%	-1.7%	-23.1	17.3%	-0.6%	-8.4%	1.9%	6.9%
OCCNc1c2ccccc2nc2ccccc12	0.2	-3.4%	?	-68.1%[inhibitor]	-5.1%	15.5	-3.4%	-0.6%	12.9%	4.2%	.
Cc1cccc(N(CC(=O)NCC2CCCO2)C(=O)CNS(=O)(=O)c2ccc(Cl)cc2)c1 (stereo not drawn)	0.5	-1.2%	-0.9%	2.8%	-0.4%	-3.5	7.6%	-0.6%	?	16.2%	-2.0%
NC(=O)CNC(=O)[C@@H]1CC2(CC(c3cccc(Br)c3)=NO2)CN1C(=O)c1ccc(Br)cc1 (stereo partly drawn)	-2.1	-9.3%	?	14.4%	-16.4%	-1.7	22.3%	-0.2%	11.2%	-5.1%	-2.9%
Cc1ccc(S(=O)(=O)CCC(=O)OCC(=O)N2c3ccccc3CC2C)cc1 (stereo not drawn)	.	0.2%	-1.0%	-26.3%	-17.8%	-3.5	.	0.1%	.	.	-0.6%
CSc1ccc(/C=C/c2cc(=O)c3ccccc3[nH]2)cc1	-1.9	0.2%	4.0%	-14.5%	0.1%	5.9	-3.9%	-0.1%	16.4%	0.6%	343.7%[activator]
COc1cccc(CC(=O)Nc2cc(S(=O)(=O)N3CCOCC3)ccc2OC)c1	.	0.0%	-4.4%	-8.7%	-3.4%	7.9	.	0.0%	.	.	-0.7%
Cc1ccc2nc(SCC(=O)NCc3ccco3)c(C#N)cc2c1	0.9	-2.9%	?	-0.7%	-0.2%	-11.7	6.8%	-0.5%	?	-4.3%	4.1%
COCCNC(=O)c1ccccc1NC(=O)CSc1ccc(C)cc1	-6.2	-2.4%	-2.0%	?	0.2%	17.0	-0.2%	-0.3%	-23.7%	-1.4%	-1.1%
Cc1ccc(-c2nc3ncccc3o2)cc1NC(=O)COc1ccccc1	0.9	-4.6%	?	10.4%	3.9%	-1.8	6.5%	0.2%	4.9%	4.2%	-0.2%
CCOC(=O)/C(N=Nc1c(C)n(C)n(-c2ccccc2)c1=O)=C(/O)c1ccccc1	-1.8	-0.7%	-9.7%	9.1%	1.0%	-6.9	3.5%	0.0%	-8.7%	-0.2%	0.1%
Cc1oc(-c2ccccc2)nc1CS(=O)CC(=O)N1CCc2ccccc2C1 (stereo not drawn)	-9.7	-3.7%	0.8%	-8.8%	-3.5%	-6.1	4.0%	0.4%	?	2.7%	12.2%
Cc1ccccc1-n1c(-c2ccc3ccccc3n2)n[nH]c1=S	-15.8	-5.4%	?	0.3%	1.2%	4.3	11.5%	4.3%	.	-6.1%	-2.5%
O=C(c1cc2cc(F)ccc2[nH]1)N1CCN(C(=O)c2ccco2)CC1	.	-5.4%	3.7%	-26.9%	0.0%	2.6	.	-0.4%	.	2.1%	14.3%
COc1ccc(S(=O)(=O)N2CCN(c3ccccn3)CC2)c(OC)c1	2.3	-1.3%	-8.8%	19.4%	7.8%	-23.2	-1.6%[11.5 µM]	-0.2%	1.4%	-4.6%	-0.2%
CCOc1ncccc1C(=O)Nc1cccc(C(=O)Nc2cccc(S(=O)(=O)CCO)c2)c1	-0.8	-4.1%	?	-0.5%	1.6%	-3.7	-0.5%	-0.2%	-2.6%	-4.3%	-6.0%
Cc1ccccc1C(=O)N=c1ccn(-c2nc3ccccc3nc2NS(=O)(=O)c2ccc(F)cc2)cc1	0.7	?	0.5%	0.5%	1.1%	0.5	.	-0.1%	-6.5%	-3.7%	29.8%
C/C(=N\NS(=O)(=O)c1ccc(Br)cc1)c1ccncc1	.	0.4%	?	11.7%	1.7%	-6.8	8.4%	-0.1%	.	-7.2%	-2.3%
COc1ccc(-c2[nH]nc3c2C(c2ccoc2)C(C#N)=C(N)O3)cc1 (stereo not drawn)	0.2	-4.5%	?	-34.0%	-1.1%	-14.3	20.2%	0.0%	8.8%	-0.6%	-2.4%
CCN1C(=O)N[C@@H](CCc2ccccc2)[C@@H](C(=O)OC)[C@H]1C	1.0&6.1	2.0%	1.4%	25.2%	3.8%	6.5	-8.6%[11.5 µM]	-0.4%	-1.1%[11.7 µM]	1.4%	0.9%
COc1ccc(OCC(O)CN2CCN(c3ccccc3)CC2)cc1 (stereo not drawn)	1.9	0.3%	?	-5.3%	-5.9%	12.5	-2.4%	?	-9.4%	5.2%	0.5%
Cc1cc(C(=O)N2CCC(Cc3ccccc3)CC2)ccc1[N+](=O)[O-]	4.5	-6.0%	0.1%	-1.0%	-0.9%	1.2	-0.9%	-0.1%	?	.	-6.6%
O=[N+]([O-])c1ccc(/C=N/Nc2ccnc3cc(Cl)ccc23)o1	-1.5	-2.9%	?	-65.1%[inhibitor]	-4.8%	?	.	0.0%	.	-2.8%	-7.9%
Cc1onc(-c2ccccc2)c1C1=N/C(=C\c2ccccc2F)C(=O)O1	5.5	-0.7%	6.6%	-0.7%	1.3%	-3.3	-7.1%	0.3%	-8.3%	8.6%	-1.0%
COc1ccc(N(C(=O)c2cnccn2)C(C(=O)NC2CCCCC2)c2ccccc2)cc1 (stereo not drawn)	-0.3	-4.9%	-1.5%	-0.3%	-2.9%	-2.9	-0.4%	-0.2%	-10.1%	-1.4%	-5.0%
Cc1cc(N2CCOCC2)nc(SCC(=O)c2ccccc2)n1	-1.9	-3.1%	?	-4.2%	3.9%	6.8	2.2%	-0.4%	0.2%	1.1%	-2.3%
O=C(CSc1nnc(-c2ccccc2O)o1)Oc1ccc(OCc2ccccc2)cc1	2.9	-1.8%	?	0.0%	1.6%	23.0	-1.9%	-1.0%	-0.1%	4.6%	3.6%
O=C(c1ccco1)N1CCN(C(c2ccccc2F)c2nnnn2CC2CCCO2)CC1 (stereo not drawn)	0.6	-1.9%	5.9%	5.1%	-2.5%	-2.5	-6.3%	-0.1%	-11.2%	0.1%	7.7%
CC1(C)c2ccccc2N2CCC(=O)NC21/C=C/c1ccco1 (stereo not drawn)	2.1	-0.8%	-0.8%	-15.7%	-8.7%	-14.8	24.8%	-0.6%	?	0.7%	-0.6%
CCNc1nc(NCC)n2c(SC(C(=O)Nc3cc(C)ccc3C)c3ccccc3)nnc2n1 (stereo not drawn)	3.8	-0.8%	0.6%	?	7.8%	4.4	5.5%	-1.4%	0.0%	-0.4%	-18.6%
COCCNC(=O)CSc1cc(-c2ccccc2)c2ccc(OC)cc2n1	5.6	0.1%	-4.5%	-12.7%	0.8%	8.1	2.1%	-0.4%	?	-1.1%	-2.5%

A portion of the library; count on the stated rates, not on these rows.
